Source: PubChem (National Center for Advancing Translational Sciences (NCATS))
FEN1 inhibitor = qHTS Assay for the Inhibitors of Human Flap endonuclease 1 (FEN1). P39748. Recombinant FEN1 flap cleavage, fluorescence, 15 min. Potency, µM (doses to about 114 µM), for inactives: top-dose activity change, negative = inhibition, hits mostly inhibitors. 390,000 compounds, 0.35% hits. AID 588795, 2011; further: nearly all actives have a fitted effect of over 65% in size
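Read-out was taken twice, immediately and after 15 min, following addition of 50 nM substrate to 10 nM FEN1 that had sat with test compound for 15 min at room temperature. Curves came from a four-parameter Hill model.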
GCN5L2 inh = qHTS Assay for Inhibitors of GCN5L2; Histone acetyltransferase KAT2A (Homo sapiens), Q92830; GCN5L2 HAT assay, ThioGlo1 CoA-SH fluorescence; Potency, µM (series often up to 58.9 µM), inactives show at the highest dose activity change, negative = inhibition, hits mostly inhibitors; 390,000 compounds, 0.21% hits; AID 504327, 2011
Target sequence (Q92830 whole entry, looked up): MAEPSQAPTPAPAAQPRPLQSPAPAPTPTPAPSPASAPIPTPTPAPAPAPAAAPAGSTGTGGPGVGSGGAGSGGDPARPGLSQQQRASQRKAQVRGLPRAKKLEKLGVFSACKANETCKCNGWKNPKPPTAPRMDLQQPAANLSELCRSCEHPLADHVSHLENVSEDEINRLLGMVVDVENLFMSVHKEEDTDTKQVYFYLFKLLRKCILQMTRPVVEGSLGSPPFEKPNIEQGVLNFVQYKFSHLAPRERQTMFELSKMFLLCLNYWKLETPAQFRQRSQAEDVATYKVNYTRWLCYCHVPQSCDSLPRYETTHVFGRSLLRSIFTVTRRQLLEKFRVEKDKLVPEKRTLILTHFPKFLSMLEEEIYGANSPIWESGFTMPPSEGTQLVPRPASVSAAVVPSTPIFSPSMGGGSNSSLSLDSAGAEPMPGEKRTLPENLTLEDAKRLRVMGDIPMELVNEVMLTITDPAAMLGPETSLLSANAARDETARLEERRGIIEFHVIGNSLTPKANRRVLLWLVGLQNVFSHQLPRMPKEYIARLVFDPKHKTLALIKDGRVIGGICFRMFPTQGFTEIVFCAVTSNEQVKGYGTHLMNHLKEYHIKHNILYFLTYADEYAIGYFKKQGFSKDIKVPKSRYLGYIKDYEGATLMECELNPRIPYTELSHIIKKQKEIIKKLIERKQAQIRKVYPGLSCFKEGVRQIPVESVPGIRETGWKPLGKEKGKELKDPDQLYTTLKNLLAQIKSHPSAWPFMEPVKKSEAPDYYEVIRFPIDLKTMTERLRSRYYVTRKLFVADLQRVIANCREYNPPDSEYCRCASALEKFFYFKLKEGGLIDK
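Compounds, pin-transferred from DMSO stocks, meet 20nM GCN5L2 for 15 min before the reaction begins with H3(1-25) peptide (75uM) and acetyl-CoA (70uM). Thiol-reactive ThioGlo1 reports CoA release over 20 min at room temperature.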
TDP1 cell CPT = qHTS for Inhibitors of human tyrosyl-DNA phosphodiesterase 1 (TDP1): qHTS in cells in presence of CPT. chicken DT40 Tdp1-/-;hTDP1 cells + 20 nM CPT, ATP luminescence, 48 h. Potency, µM (top dose mostly 46.2 µM), for inactives: at the highest dose activity change, negative = growth inhibition, actives largely listed as inhibitors. 420,000 compounds, 12% hits. AID 686979, 2013; further: nearly all actives have a fitted effect of over 55% in size
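Cell growth measured by CellTiter-Glo luminescence after a minimum 48 h, 37 C compound exposure with 20 nM CPT in Tdp1-knockout DT40 cells stably expressing hTDP1, seeded 400/well; qHTS titration format.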
Active calls of the source: *; ? = inconclusive; / = no result given; & = joins results of further samples; [ ] = dose if it differs, or a comment. The call rests on the fitted dose curve; in most records, active means well fitted curve in the direction sought with a large enough effect; inconclusive means small, poorly fitted or top-dose-only effect, or another doubt; inactive means no such curve, though single readings can be large; an effect the other way counts as inactive or inconclusive. On the % scale 0 is the no-effect control and ±100 the full control effect; potency means the concentration at half of the fitted maximal effect. These rows are one share of the data; rates above refer to the full screens.

Start of the data: the first 2 records (preview)
molecule | TDP1 cell CPT | FEN1 inhibitor | GCN5L2 inh
O=c1c(-c2nc3ccccc3s2)cccn1Cc1ccc(Cl)c(Cl)c1 | 1% | -2% | -6%
COc1ccc(C(=O)Nc2ccccc2C(=O)N2CCOCC2)cc1 | -5% | 2% | -6%

The whole of this part, previewed entries included:
molecule | TDP1 cell CPT | FEN1 inhibitor | GCN5L2 inh
O=c1c(-c2nc3ccccc3s2)cccn1Cc1ccc(Cl)c(Cl)c1 | 1% | -2% | -6%
COc1ccc(C(=O)Nc2ccccc2C(=O)N2CCOCC2)cc1 | -5% | 2% | -6%
CCc1ccc(Cn2c(CNS(=O)(=O)c3ccc(C)c(C)c3)nc3cccnc32)cc1 | ? | -18% | -3%
COCCn1c(C2CCCCC2)nc2sc3ccccc3c(=O)c2c1=O | ? | -22% | 1%
CCOC(=O)CCCSc1nc2sc(C)c(C)c2c(=O)[nH]1 | ? | -4% | -3%
CC(=O)NC(c1ccccc1)c1c(O)ccc2ccccc12 (stereo unspecified) | ? | -3% | -1%
CCOc1cc(CNCCc2c[nH]c3ccccc23)cc(Cl)c1OCC(N)=O | ? | -7% | 3%
CN1CCCc2cc3c(C(F)(F)F)cc(=O)oc3nc21 | -14% | 4% | ?
CC(=O)Nc1ccc(Nc2cc(C(C)C)nc3c(-c4ccccc4)c(C)nn23)cc1 | ? | -11% | -13%
CCN(CC)c1ccc(/C=N/NC(=O)c2ccco2)cc1 | ? | -4% | -3%
N#CCCn1cc(/C=N/NC(N)=S)c(-c2ccccc2)n1 | ? | -11% | 0%
COc1cc2c(cc1NC(=O)/C=C/c1ccccc1)oc1ccccc12 | ? | -2% | -10%
COc1cc(NC2c3ncccc3C(=O)N2Cc2ccco2)cc(OC)c1 (stereo unspecified) | -8% | -3% | -6%
CCCOc1ccc(/C(O)=C2/C(=O)C(=O)N(CCN(C)C)C2c2ccc(O)c(OC)c2)cc1 (stereo unspecified) | -20% | 6% | -3%
COc1cc(-n2c(N)c(C(=O)NCc3ccco3)c3nc4ccccc4nc32)cc(OC)c1OC | ? | -15% | -11%
Oc1c(/C=C/C=C/C=Nc2ccccc2)sc(=S)n1Cc1ccccc1 | ? | -16% | ?
CCc1nn(C(CC)C(=O)NCc2ccc(OC)c(OC)c2)c(=O)c2cc3oc(C)cc3n12 (stereo unspecified) | 16µM* | -6% | -6%
CN1CCCN(c2ncnc3scc(-c4ccc(F)cc4)c23)CC1 | -21% | -6% | -3%
Cc1ccc(C)c(N(CC(=O)NCc2ccccc2)C(=O)c2csnn2)c1 | -1% | -13% | -6%
COc1ccc2c(c1)c1c(c(=O)n(Cc3ccccc3)c(=O)n1Cc1ccccc1Cl)n2C | 7% | -1% | 7%
Cc1ccc(NC(=O)Nc2cccnc2)cc1 | 4% | -2% | -11%
CCn1c(/C=C2/C(=O)N(C)c3ccccc32)nc2ccccc2c1=O | ? | -1% | -11%
O=C1CCCC2=C1C(c1ccccc1O)C1=C(CCCC1=O)O2 | 0% | -8% | 1%
CN(C)S(=O)(=O)c1ccc2c(c1)N(CC(=O)N1CCN(c3ccccc3F)CC1)CCS2 | / | 7% | 2%
O=C(C(c1ccccc1)c1ccccc1)N1CCOCC1 | 6% | -8% | -7%
O=C(Nc1ccc(OCc2cc(=O)n3c4c(sc3n2)CCCC4)cc1)c1ccc(F)cc1 | -3% | -1% | -1%
O=C(CCCn1c(=O)[nH]c2ccsc2c1=O)NC1CCCCC1 | -8% | 4% | -16%
CS(=O)(=O)c1ccc2nnn(OCC(=O)Nc3cccc(C#N)c3)c2c1 | ? | 3% | 1%
Cc1cc(C)n(-c2nnc(C)n2/N=C/c2ccccc2F)n1 | 1% | -2% | -5%
CCC(NC(=O)C1(C)CC1(Br)Br)c1ccc(C)cc1 (stereo unspecified) | ? | 4% | -9%
Cn1c(=O)c(CCc2ccccc2)nc2cnc(Nc3ccccc3)nc21 | 7% | / | -14%
COc1cc(-c2nc3cccc(C)n3c2NCC2CCCO2)ccc1O (stereo unspecified) | -14% | -4% | ?
COc1cc(OC)cc(OC(=O)C2CCN(S(=O)(=O)c3ccc(OC)c(OC)c3)CC2)c1 | -16% | 13% | -12%
COC(=O)c1cc(-c2cc(OC)ccc2OC)nc2c1c(=O)n(C)c(=O)n2Cc1ccccc1 | 16µM* | 11% | -16%
CCc1ccc(Sc2cc(C(=O)NCc3ccccc3OC)c3ccccc3n2)cc1 | 21µM* | -9% | -24%
Cc1cccc(Cn2c(N3CCN(CCO)CC3)nc3c2c(=O)[nH]c(=O)n3C)c1 | -14% | 21% | -9%
O=C(c1cccc(Cl)c1)N1CCC(=O)N(C(CO)Cc2ccccc2)CC1 (stereo unspecified) | -21% | 0% | /
CC(/C=N/NC(=O)c1n[nH]c2c1CCC2)=C\c1ccccc1 | 1.2µM* | -4% | -3%
CCOC(=O)c1c(NC(C)=O)c2c3c(sc2n1Cc1cc(C)ccc1C)CCCC3 | 5.8µM* | 1% | -5%
Cc1nc(-c2ccccc2)sc1C(=O)/C=C/c1ccc(Cl)cc1 | 15µM* | 1% | -6%
O=C(COCc1cc(-c2cccs2)on1)N1CCN(c2cccc(Cl)c2)CC1 | 23µM* | 3% | -17%
O=C(c1cn(Cc2ccccc2)nc1-c1cccnc1)N1CCN(Cc2ccccc2)CC1 | ? | 22% | 0%
Cc1nc(NCCc2ccc(S(N)(=O)=O)cc2)c2c(C)c(C)sc2n1 | 16µM* | 5% | -6%
Cc1cc([N+](=O)[O-])ccc1NC(=O)c1ccc(NC(=O)C(C)C)cc1 | ? | -1% | 0%
Cc1cccc(C)c1OCC(=O)Nc1nonc1-c1ccc(Br)cc1 | ? | 14% | -1%
COc1cc(OC)c(-n2cc(-c3ccc(OC)c(OC)c3)[nH]c2=S)cc1Cl | -12% | 14% | -5%
COc1ccc(NC(=O)CCCOc2cc(=O)n(C)c3ccccc23)c(OC)c1 | ? | 3% | -5%
O=C(OCC(=O)N1CCCC1)c1ccccc1OCc1ccccc1 | -17% | -3% | 2%
CCNC(=S)N1CCN(C(=O)c2ccco2)CC1 | -10% | -5% | -8%
CC(OC(=O)Cn1ccccc1=O)C(=O)Nc1cc(Cl)cc(Cl)c1 (stereo unspecified) | ? | -11% | -3%

Four of the compounds above, with values under each structure.
Value order: TDP1 cell CPT | FEN1 inhibitor | GCN5L2 inh
O=C(OCC(=O)N1CCCC1)c1ccccc1OCc1ccccc1
    -17% | -3% | 2%
COc1ccc(NC(=O)CCCOc2cc(=O)n(C)c3ccccc23)c(OC)c1
    ? | 3% | -5%
Cc1cc([N+](=O)[O-])ccc1NC(=O)c1ccc(NC(=O)C(C)C)cc1
    ? | -1% | 0%
Cc1nc(NCCc2ccc(S(N)(=O)=O)cc2)c2c(C)c(C)sc2n1
    16µM* | 5% | -6%

Carrying on:
molecule | TDP1 cell CPT | FEN1 inhibitor | GCN5L2 inh
CCCCS(=O)(=O)N1CCN(S(=O)(=O)c2ccc(Cl)s2)CC1 | -1% | 6% | -22%
N#C/C(=C\c1ccco1)c1nc2ccccc2s1 | 9% | 12% | -10%
CCC(C)NC(=O)CSc1nc2cc3c(cc2c(=O)n1Cc1ccc(C(=O)NCCc2ccc(OC)c(OC)c2)cc1)OCO3 (stereo unspecified) | / | 13% | -4%
COC(=O)c1ccc(NC(=O)CCN2CCN(c3ccccc3)CC2)cc1 | -18% | -6% | -8%
Cc1noc(C)c1S(=O)(=O)Nc1ccccc1N1CCOCC1 | 1% | 2% | 1%
Fc1ccc(NC(=S)Nc2cc(-c3ccccc3)[nH]n2)cc1Cl | ? | -3% | -12%
Cc1oc(-c2ccccc2)cc1C(=O)Nc1cccc(/C=C\C(=O)O)c1 | -28% | 1% | -9%
O=S(=O)(NC(CO)Cc1ccccc1)c1cc(Cl)ccc1F (stereo unspecified) | 9% | 1% | /
Cc1ccc(-n2nc(C(=O)N3CCCCC3C)c(=O)n(C)c2=O)cc1 (stereo unspecified) | -14% | -1% | -5%
COc1ccc2c(c1OC)C(=O)O[C@@H]2[C@H]1c2c(cc3c(c2OC)OCO3)CCN1C | 4% | 13% | -10%&-3%&-1%&-7%
CCOC(=O)C1CCCN(c2nc3c(S(=O)(=O)c4ccc(CC)cc4)nnn3c3ccsc23)C1 (stereo unspecified) | ? | -9% | -4%
CCn1cc([N+](=O)[O-])c(C(=O)N2N=C(c3ccc4ccccc4c3)CC2c2cc(Br)ccc2O)n1 (stereo unspecified) | ? | 2% | -7%
Cc1cccc(-n2c(Cc3ccccc3)nnc2SCc2nc(-c3cccs3)no2)c1 | ? | -14% | -5%
C#CCOCCOCCOCCNc1nc(N2CCN(C(=O)CCCCCCCCCCNC(=O)[C@H](CCCCN)n3cc(C)nn3)CC2)nc(N2CCN(C(=O)CCCCCCCCCCNC(=O)[C@@H]([C@H](C)O)n3cc(C)nn3)CC2)n1 | ? | ? | -4%
O=C(CCCn1c(SCC(=O)c2ccccc2)nc2ccccc2c1=O)NCC1CCCO1 (stereo unspecified) | 16µM* | -13% | -5%
COc1ccccc1-n1c(CNC(=O)c2ccco2)nnc1SCC(=O)Nc1nccs1 | -10% | 15% | -20%
CCOC(=O)N1CCC(N2Cc3cccc(C(=O)Nc4ccc(F)cc4)c3C2=O)CC1 | -12% | -2% | -4%
CC1S/C(=C(\C#N)C(=O)NCc2ccco2)N(c2ccc(F)cc2)C1=O (stereo unspecified) | 1% | 7% | -12%
O=C(Nc1nccs1)C1CCCN1S(=O)(=O)c1ccc(Cl)cc1 (stereo unspecified) | 0% | 7% | 0%
O=C1OC(c2ccccc2)(c2ccccc2)c2ccccc21 | ? | -5% | /
CCn1nc(C(=O)OCC(=O)N2c3ccccc3CC2C)c2ccccc2c1=O (stereo unspecified) | ? | -18% | -6%
C/C(=N\NC(=O)COc1ccc(C(C)(C)C)cc1)c1ccc(OC(F)F)cc1 | -3% | 1% | -4%
COc1cccc(C(=O)NNC(=O)C(=O)Nc2cccc(Cl)c2C)c1 | ? | ? | -1%
Cc1ccc(OCC(O)Cn2c3ccccc3c3ccccc32)cc1 (stereo unspecified) | ? | -7% | 1%
O=C(Nc1ccc(Cl)cc1)N1CCN(C(=O)C2CCCO2)CC1 (stereo unspecified) | -15% | 7% | ?
O=C(Nc1nnc(SCC(=O)N2CCOCC2)s1)c1ccccc1Cl | -14% | 5% | 9%
Cc1csc(=O)n1CCC(=O)NCc1ccc(F)cc1 | -4% | -4% | 3%
COc1ccccc1CNC(=O)c1sc2nc3n(c(=O)c2c1C)CCC3 | -19% | 8% | -5%
CC(=O)c1cccc(NC(=S)N2CCCC2)c1 | 49%[activator] | -9% | 18%
CCOC(=O)c1ccc(NS(=O)(=O)c2cc(-c3nnnn3CC)ccc2OC)cc1 | -4% | -1% | -4%
Cc1nnc(SCCCOc2ccccc2)nc1C | 18% | -11% | /
O=C(CCC(=O)c1cccs1)NCc1cccnc1 | -1% | 2% | -12%
CCN(Cc1nc2cc(Cl)ccc2c(=O)[nH]1)C(=O)c1cc(C2CC2)nn1-c1ccccc1 | 5.2µM* | -15% | -18%
COc1ccccc1OCCn1c(NC(=O)c2ccccc2Cl)nc2ccccc21 | 23µM* | -14% | -8%
Cc1cc(C)cc(OCC(=O)N/N=C\c2cn(C)nc2C)c1 | -11% | 8% | -3%
Cc1cc2nn(-c3cccc4ccccc34)nc2cc1N | 21µM* | 11% | -4%
C/C(=N\NC(=O)c1cccc(N/N=C(\C)c2ccc([N+](=O)[O-])cc2)c1)c1ccc([N+](=O)[O-])cc1 | -19% | 17% | 9%
CCCCNc1cc(N2CCN(C3CCCCC3)CC2)c2noc3c2c1C(=O)c1ccccc1-3 | 5.2µM* | 11% | 1%
Cc1cccc(NC(=O)c2cc(C)nc3ccccc23)c1 | -5% | -8% | 1%
Cc1nc(C)c(C(=O)Nc2ncc([N+](=O)[O-])s2)o1 | ? | -35% | ?
COc1ccc(CNc2ccc(C)cc2)cc1Br | -1% | -2% | -10%
Cc1cc(C)nc(SCc2cc(=O)c(OC(=O)c3ccco3)co2)n1 | -21% | 7% | 40%
O=C(c1ccc(OC2CCN(C/C=C/c3ccc(F)cc3)CC2)cc1)N1CCCC1 | 26µM* | -11% | -11%
